# HT1080-NT tox: kills 2HG-producing HT-1080-NT fibrosarcoma cells. Potency, µM (titrated, usually from 46.1 µM), without a hit: top-dose activity, negative = less viability, actives largely listed as cytotoxic. AID 686970. HT-1080-NT fibrosarcoma viability, CellTiter-Glo ATP luminescence, 48 h. actives 1.6% (n = 360,000);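 further: NT is the 2HG producing partner of a matched IDH1 knockdown line; potency means the concentration at half of the fitted maximal effect; 0% = DMSO-treated cells and -100% = media-only wells without cells; nearly all actives have a fitted effect of over 55% in size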
#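 HT-1080-NT fibrosarcoma cells (2HG-overproducing), 750 cells/well in RPMI with 5% FBS, dosed after 2 h and incubated 48 h at 37C. CellTiter-Glo luminescence normalized to DMSO and no-cell wells; concentration-response curves fitted and classed.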
# KB-V1 cytotox: KB-V1 MDR subline cytotoxicity. KB-V1 MDR cells viability, CellTiter-Glo, 72 h. Potency, µM (titrated, usually from 46.1 µM), for the others: at the top dose activity change, negative = cytotoxicity, most hits filed as cytotoxic. actives 3.4% (n = 400,000); further: potency means the concentration at half of the fitted maximal effect; on the % scale 0 is the no-effect control and ±100 the full control effect; nearly all actives have a fitted effect of over 60% in size
#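 Potencies derive from concentration-effect curves fitted to normalized luminescence (CellTiter-Glo) of KB-V1 cells treated for 72 h at 37 degrees C in phenol-red-free DMEM containing 10% FBS.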
# D3 ag: D3 dopamine receptor (human) agonism | P35462 | D3R DiscoveRx beta-arrestin cells, luminescence, 90 min | max activation, % | actives 0.58% (n = 410,000) | AID 652048; in the data active means max activation above about 30%; further: 0% is about no effect; mostly tested at two doses, the higher about 12 µM
# Target sequence (P35462 whole entry, looked up): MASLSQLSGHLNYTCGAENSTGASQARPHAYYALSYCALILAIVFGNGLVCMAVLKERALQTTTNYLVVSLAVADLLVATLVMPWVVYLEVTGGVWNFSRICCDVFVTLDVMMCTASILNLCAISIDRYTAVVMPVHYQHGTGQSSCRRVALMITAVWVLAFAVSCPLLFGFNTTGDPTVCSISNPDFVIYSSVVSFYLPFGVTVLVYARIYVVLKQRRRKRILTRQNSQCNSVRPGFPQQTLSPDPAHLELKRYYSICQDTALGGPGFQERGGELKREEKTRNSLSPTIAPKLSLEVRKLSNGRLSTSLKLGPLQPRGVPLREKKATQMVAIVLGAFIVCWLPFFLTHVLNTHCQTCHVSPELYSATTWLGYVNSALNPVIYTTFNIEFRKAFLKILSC
#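 Agonist mode: compounds and dopamine controls were applied to plated cells for 90 min at 37 degrees C after an overnight attachment at 1500 cells/well. Luminescent read-out followed 30 - 60 minutes at room temperature with DiscoveRx detection reagent.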
# SW480 rereplic: induces DNA re-replication in SW480 colon adenocarcinoma cells; SW480 DNA re-replication, Hoechst DNA content imaging, 48 h; Potency, µM (titrated, usually from 46.1 µM), inactives show at the top dose re-replication activation, actives largely listed as activators; actives 1.8% (n = 340,000); AID 624297; further: potency means the concentration at half of the fitted maximal effect; % of control where 0% means no effect; nearly all actives have a fitted effect of over 55% in size
#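 Hoechst fluorescence of nuclei (405 nm excitation, 500-530 nm emission) measured by plate-scanning imager after 48 hr compound exposure at 37 C; re-replication scored as increased number of nuclei with elevated intensity.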
# IL-1B inflam inh: inflammasome signaling inhibition, IL-1 beta readout; THP-1 LPS/ATP IL-1B secretion, AlphaLISA, 16 h; hits give low values; activity change, % at 57.5 µM; actives 4.7% (n = 360,000); in the data active means activity change below about -50%; inconclusive means mostly about -30% to -49%; further: on the % scale 0 is the no-effect control and ±100 the full control effect
#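 Secreted IL-1B measured by AlphaLISA bead assay after 16 h compound exposure of THP-1 cells; compounds (final up to 57.5 uM) added 1 h before LPS (250 ng/mL) and ATP (1.25 mM) stimulation; lower signal means less secretion.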
# D3 antag: D3 dopamine receptor (human) antagonism. P35462. D3R cells, DiscoveRx beta-arrestin luminescence, antagonist mode; hits give low values. max response, negative = inhibition, %. actives 2.5% (n = 360,000); in the data active means max response below about -50%; inconclusive means no clear call, values can overlap the other calls; further: on the % scale 0 is the no-effect control and ±100 the full control effect; mostly tested at two doses, the higher about 12 µM
#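 Cells expressing the human receptor were seeded at 1500 cells/well, incubated overnight at 37 degrees C in 5% CO2, then exposed to library compounds with dopamine controls for 90 minutes at 37 degrees C before luminescent detection.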
# HT1080 IDH1KD tx: kills HT-1080 cells with IDH1 knockdown. AID 686971. Potency, µM (series often up to 46.1 µM), for inactives: top-dose activity, negative = toxicity, hits mostly cytotoxic. HT-1080 IDH1 knockdown viability, ATP luminescence, 48 h. actives 2% (n = 360,000);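 further: potency means the concentration at half of the fitted maximal effect; 0% = DMSO wells and -100% = cell-free medium wells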
#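 Luminescent ATP read-out (CellTiter-Glo, 10 min at room temperature) after 48 h compound exposure at 37 °C gave viability of IDH1-knockdown HT-1080 cells. Activity was normalised to DMSO and cell-free wells, then fitted as concentration-response curves.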
# GLP-1R agonist: activates the human GLP-1 receptor | P43220 | HEK293 GLP-1R CRE-luciferase, luminescence, 4-6 h; cells express a hypersensitive GLP-1R form | Potency, µM (top dose mostly 45.6 µM), without a hit: at the top dose activation, hits mostly activators | actives 0.007% (n = 380,000) | AID 624172; further: potency means the concentration at half of the fitted maximal effect; % of control where 0% means no effect
# Target sequence (P43220 whole entry, looked up): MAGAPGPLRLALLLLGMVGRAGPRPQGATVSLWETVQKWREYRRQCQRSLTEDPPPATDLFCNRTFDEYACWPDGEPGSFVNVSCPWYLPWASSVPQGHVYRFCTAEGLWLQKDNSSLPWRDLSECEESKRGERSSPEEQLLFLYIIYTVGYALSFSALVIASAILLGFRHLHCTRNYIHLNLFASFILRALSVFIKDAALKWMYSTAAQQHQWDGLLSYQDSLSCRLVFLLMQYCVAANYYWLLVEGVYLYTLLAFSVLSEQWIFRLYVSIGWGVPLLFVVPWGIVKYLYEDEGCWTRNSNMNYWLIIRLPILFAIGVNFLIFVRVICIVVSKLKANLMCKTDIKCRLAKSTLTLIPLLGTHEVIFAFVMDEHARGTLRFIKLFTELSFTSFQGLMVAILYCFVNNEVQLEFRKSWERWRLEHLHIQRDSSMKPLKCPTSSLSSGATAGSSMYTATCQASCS
# KB-3-1 cytotox: kills parental KB-3-1 adenocarcinoma cells. KB-3-1 viability, CellTiter-Glo ATP luminescence, 72 h. Potency, µM (top dose mostly 46.1 µM), without a hit: at the highest dose activity change, negative = cytotoxic, most hits filed as cytotoxic. actives 1.4% (n = 400,000); further: potency means the concentration at half of the fitted maximal effect; on the % scale 0 is the no-effect control and ±100 the full control effect; nearly all actives have a fitted effect of over 60% in size
#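 KB-3-1 cells, DMEM (no phenol red) + 10% FBS; compound by pin transfer, 72 h, 37 °C. Readout: CellTiter-Glo luminescence after 10 min. Data normalized, curve-fitted.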
# Starred values were filed as active, the others as inactive; u = inconclusive; x = not tested or not shown; & = joins results of further samples; [ ] = another dose, or the depositor's remark. Unless noted, the call rests on the fitted dose curve; in most records, active means well fitted curve in the direction sought with a large enough effect; inconclusive means small, poorly fitted or top-dose-only effect, or another doubt; inactive means no such curve, though single readings can be large; an effect the other way counts as inactive or inconclusive.
SMILES	KB-3-1 cytotox	GLP-1R agonist	D3 ag	KB-V1 cytotox	HT1080-NT tox	D3 antag	SW480 rereplic	IL-1B inflam inh	HT1080 IDH1KD tx
CC(Sc1nncn1C)C(=O)Nc1nnc(-c2ccccc2)s1 (stereo not given)	0%	-3%	-2	0%	14%	17	-13%	-26	8%
COc1ccc(NC(=O)CC2C(=O)N(c3ccc(F)cc3)C(=S)N2NC(=O)c2ccccc2)cc1 (stereo not given)	4%	-2%	10	0%	12%	-1	2%	12	12%
CCOc1ccccc1NC(=O)C1CCCN(C(=O)NCc2ccccc2)C1 (stereo not given)	6%	-12%	15	8.2µM*	1%	-4	-11%	8	5%
COc1cccc(OC)c1C(=O)NC(=S)NNC(=O)[C@H]1C[C@@H]1c1ccccc1	2%	5%	2	u	0%	-7	3%	2	0%
O=C(Nc1ccccc1O)c1cc(S(=O)(=O)N2CCOCC2)ccc1Cl	u	1%	4	u	6%	-2	-5%	-9	5%[9.24 µM]
COc1cc(CNc2ccc(N3CCOCC3)cc2)ccc1OCC(=O)NC(C)(C)C	-23%	18%	6	-22%	-3%	13	-9%	21	-16%
CCNC(=O)C(=O)NCC1OCCCN1S(=O)(=O)c1cccs1 (stereo not given)	1%	0%	-8	-7%	-2%	-28	-7%	-12	2%
COc1ccc(C(=O)Nc2c(-c3cccs3)c(=O)c3ccccc3n2C)cc1	u	9%	-11	2%	-6%	-7	26%	-82*	-2%
O=C(NCCc1ccc(F)cc1)Nc1ccc2c(c1)OCO2	-3%	-4%	-4	-5%	-1%	-2	-4%	u	7%
COc1ccc(NS(=O)(=O)c2ccc(OCC(=O)N3CCOCC3)cc2)cc1	-22%	5%	8	-23%	-1%	-6	6%	22	13%
Cc1ccc(S(=O)(=O)N2CCOCC2)cc1NC(=O)C1CC(=O)N(c2ccc3c(c2)OCCO3)C1 (stereo not given)	-4%	-4%	3	0%	8%	6	0%	46	11%
CCc1ccccc1NC(=O)C1CCCN1C(=O)Nc1ccc(C)cc1 (stereo not given)	9%	4%	6	-20%	4%	12	3%	14	-1%

# By substructure, the compounds so far containing fluorine
SMILES	KB-3-1 cytotox	GLP-1R agonist	D3 ag	KB-V1 cytotox	HT1080-NT tox	D3 antag	SW480 rereplic	IL-1B inflam inh	HT1080 IDH1KD tx
COc1ccc(NC(=O)CC2C(=O)N(c3ccc(F)cc3)C(=S)N2NC(=O)c2ccccc2)cc1 (stereo not given)	4%	-2%	10	0%	12%	-1	2%	12	12%
O=C(NCCc1ccc(F)cc1)Nc1ccc2c(c1)OCO2	-3%	-4%	-4	-5%	-1%	-2	-4%	u	7%

# (next part)
SMILES	KB-3-1 cytotox	GLP-1R agonist	D3 ag	KB-V1 cytotox	HT1080-NT tox	D3 antag	SW480 rereplic	IL-1B inflam inh	HT1080 IDH1KD tx
Nc1nc(N)nc(-c2ccccc2O)n1	-25%	15%	7	-3%	-13%	0	u	u	-8%
Cc1ccc(C2=NN(C(=O)CCC(=O)O)C(c3cccs3)C2)cc1 (stereo not given)	1%	1%	1	-8%	2%	6	3%	8	3%
COc1ccc(Cc2nnc(-c3ccc(F)cc3)o2)cc1OC	u	15%	-6	u	-8%	19	-27%	-3	-3%
COc1ccccc1OCC(=O)N/N=C1/SCC(=O)N1Cc1ccccc1	1%	-4%	0	-3%	-1%	0	-11%	0	0%
CCOc1ccc(OCCSc2nc3ccccc3n2CC(=O)O)cc1	0%	-4%	1	23%	7%	11	2%	8	7%
COc1ccccc1/C=C/C=N/NC(=O)CCn1nnc2ccccc21	0%	7%	4	-9%	-1%	1	-1%	-8	3%
Cc1ccc(C(=O)NCCNC(=O)c2cccnc2)cc1	21%	8%	0	-2%	9%	5	-4%	6	6%
Cc1nn(C)cc1C(N)=O	12%	12%	-7	10%	12%	-10	-1%	5	15%
O=C1NC(c2cccs2)Nc2ccccc21 (stereo not given)	-27%	-13%	1	-23%	0%	2	19%	1	0%
CCC(C)(O)c1[nH]c2ccc(C(F)(F)F)cc2c1C (stereo not given)	-21%	-6%	6	-1%	-3%	3	-12%	22	-8%
O=C(Nc1nnc(-c2ccncc2)s1)C1CCCO1 (stereo not given)	-6%	-3%	-9	-5%	7%	-12	-10%	0	7%
Cc1n[nH]c(=O)c2c(NC(=O)CSc3nnnn3-c3ccccc3)oc(C)c12	0%	3%	-12	-1%	-2%	-16	-3%	30	-15%
COc1ccc2c(c1)c1nc3ccccc3nc1n2CCn1c(=O)oc2ccccc21	-21%	-11%	-15	0%	-12%	-9	1%	11	-7%
[O-][n+]1cccc2cccc(O)c21	1%	8%	9	25%	3%	4	-3%	20	5%
Cc1ccc(CNC(=O)c2ccc3c(c2)NC(=O)CS3)cc1	0%	20%	2	3%	-2%	-7	-10%	-19	0%
CCC(=NCCN1CCNCC1)C1=C(O)CC(C)(C)CC1=O	4%	-9%	2	19%	0%	8	0%	16	11%
CC(=O)Nc1ccc(N(C)S(C)(=O)=O)cc1	2%	-7%	-2	23%	5%	-6	-13%	-2	1%
Cc1cccc(-c2ocnc2C(=O)N2CCN(C(=O)c3cccs3)CC2)c1	-1%	9%	-9	-26%	0%	-4	-4%	-12	-3%
CCc1ccc(-c2cc(C)no2)cc1S(=O)(=O)NCc1ccccc1OC	-18%	21%	3	12%	-12%	-9	2%	-13	-4%
C/C(=N\NC(=O)c1c(C)nc2ccccn12)c1ccc(O)cc1O	u	-1%	5	-2%	u	31	u	119	u
N#Cc1nc2ccccc2n1OCc1ccccc1	8%	2%	1	u	4%	21	x	u	-22%
CC(C)C(OC(=O)c1cccs1)C(=O)NCc1ccco1 (stereo not given)	10%	1%	-2	u	17%	8	0%	0	7%
CCCCN(C)C(=O)CCC(=O)Nc1ccc2nc(N3CCN(C)CC3)cc(C)c2c1	2%	26%	-14	3%	-6%	-5	-6%	-8	3%
Nc1[nH]n(-c2ccccc2)c(=O)c1N=Nc1ccccc1	-1%	6%	-12	15%	-18%	-13	1%	-30	-9%
CC1CC(C)CN(CCCNC(=O)CN2C(=O)COc3ccc(S(=O)(=O)N4CCOCC4)cc32)C1 (stereo not given)	0%	3%	-6	u	7%	-9	28%	-14	9%
CC(=O)Nc1ccc(NC(=O)CN2C(=O)COc3ccc(S(=O)(=O)N4CCCCC4)cc32)cc1	-4%	-1%	2	1%	-2%	-2	u	u	1%
COc1ccc(CNC(=O)COC(=O)c2cccn2C)cc1	16%	4%	-10	-8%	-1%	0	16%	8	-5%
COc1cccc(NC(=O)CN(C)C(=O)c2cccc(S(=O)(=O)Nc3ccccc3OC)c2)c1	9%	-20%	4	-19%	2%	-1	-3%	2	-2%
O=C(COC(=O)CN1C(=O)C2CCCCC2C1=O)NC1CCS(=O)(=O)C1 (stereo not given)	9%	0%	5	11%	9%	20	2%	4	9%
N#CCCN(Cc1cccs1)C(=O)Nc1ccccc1	2%	0%	11	0%	-8%	2	1%	13	-1%
CCCCCCCCCCCC(=O)NC(C(=O)OCC)C(O)c1cccc([N+](=O)[O-])c1 (stereo not given)	u	-4%	32*	u	u	4	u	-79*	u
CC1(C(=O)NCc2ccc(Cl)cc2)CCN1C(=O)c1cccc(F)c1 (stereo not given)	0%	-2%	-4	3%	22%	0	x	-2	0%
CCOc1ccc(N=Cc2c(O)n(-c3cccc(C)n3)c(=O)c3ccccc23)cc1	-8%	3%	6	0%	-23%	-8	2%	-2	-3%
CCOC(=O)c1c(-c2cccc([N+](=O)[O-])c2)csc1NC(=O)C1CCCCC1	-15%	8%	-2	-29%	-2%	13	11%	-7	-14%
O=C(NCc1ccccc1)c1cc[n+](Cc2ccccc2)cc1	16%	-2%	-12	u	7%	-23	-4%	9	15%
CCc1ccc(-c2nc(CS(=O)CC(=O)NC3CC3)c(C)o2)cc1 (stereo not given)	19%	5%	2	-8%	-1%	-2	1%	31	-1%
CCOc1ccc(C(=O)Nc2ccc(NC(=O)c3ccccc3)cc2)cc1Br	6%&4%	-1%	0&5	-2%&7%	0%	-10	-38%[inhibitor]	14	8%
CC(=O)c1ccc(OCC(O)CN(C)CCOc2ccc(Br)cc2)cc1 (stereo not given)	-19%	0%	-6	u	u	-2	3%	u	u
CCc1ccc(C(=O)c2cn(CC(=O)Nc3ccc(OC)cc3)c3cc4c(cc3c2=O)OCO4)cc1	3%	0%	-3	22%	x	x	x	x	x
CC(C)(C)NC(=O)c1cccc(NC(=O)c2ccc(NC(=O)c3ccco3)cc2)c1	-9%	-2%	-3	-17%	x	-18	18%	-70*	x
COc1ccc(OCc2csc(N)n2)cc1	1%	8%	1	2%	9%	2	5%	-17	1%
CC(C)(C)OC(=O)N1CCC(C(=O)NCC2CCCO2)CC1 (stereo not given)	0%	-5%	-3	0%	0%	-17	5%[9.22 µM]	-6	0%
Cc1nn2c(NC(C)C)c3c(nc2c1-c1ccccc1)CCC3	-12%	23%	-19	-15%	-20%	-8	-6%	u	-2%
O=C(CSc1nnc2c(Cl)cc(Cl)cn12)N1CCN(c2ccc(F)cc2)CC1	10%	18%	1	1%	15%	4	3%	-3	8%
CC(C)[n+]1ccn(C2=C([O-])c3ccccc3C(=O)/C2=N\S(=O)(=O)c2ccccc2)c1	u	-5%	10	-4%	23µM*	u	u	x	23µM*
O=C(CCl)Nc1ccc(-c2ccccc2)cc1	u	-4%	-3	u	4.6µM*	-21	u	-97*	9.2µM*
CC(C)N1CCc2c(sc(NC(=O)CCc3ccccc3)c2C(N)=O)C1	-6%	-5%	-26	-8%	-3%	-22	-93%[inhibitor]	u	-3%

# Bioassay records: PubChem BioAssay, National Center for Advancing Translational Sciences (NCATS)

# Compounds were not picked by outcome; any-hit rate near 12%.
